PKM2 act – increases activity of human pyruvate kinase M2 | P14618 | purified PKM2, Kinase-Glo ATP luminescence, activation; response scale: 0% is enzyme alone, no compound | hit rate 0.34% among 260,000 | Potency, µM (series often up to 57.5 µM), inactives show at the top dose activation, usual class: activators | AID 1631; further: potency means the concentration at half of the fitted maximal effect; on the % scale 0 is the no-effect control and ±100 the full control effect; nearly all actives have a fitted effect of over 55% in size
Target sequence (P14618 whole entry, looked up): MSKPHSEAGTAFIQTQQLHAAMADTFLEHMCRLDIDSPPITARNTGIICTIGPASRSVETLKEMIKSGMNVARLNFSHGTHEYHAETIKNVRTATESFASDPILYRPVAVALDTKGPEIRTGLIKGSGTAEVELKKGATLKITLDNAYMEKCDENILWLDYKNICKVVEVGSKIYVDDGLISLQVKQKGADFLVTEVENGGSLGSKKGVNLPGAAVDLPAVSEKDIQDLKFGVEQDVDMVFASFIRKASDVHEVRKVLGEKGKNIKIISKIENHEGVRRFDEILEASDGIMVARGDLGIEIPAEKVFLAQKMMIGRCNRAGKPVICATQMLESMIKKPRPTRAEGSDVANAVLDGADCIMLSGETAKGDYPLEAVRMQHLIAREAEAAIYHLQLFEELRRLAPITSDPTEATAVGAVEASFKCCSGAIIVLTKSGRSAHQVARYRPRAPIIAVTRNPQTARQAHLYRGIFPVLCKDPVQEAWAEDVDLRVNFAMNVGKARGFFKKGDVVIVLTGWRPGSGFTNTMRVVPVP
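Purified hPK-M2 (>95% pure) converted ADP (0.1 mM final) to ATP with 0.5 mM PEP in 50 mM imidazole pH7.2, KCl, MgCl2, Tween 20, BSA; 1 h at room temperature. ATP detected by Kinase-Glo luminescence.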
MLL CXXC-DNA inh – blocks binding of human MLL CXXC domain to DNA; Potency, µM (highest dose often 115 µM), for inactives: at the top dose activity change, negative = inhibition, actives largely listed as inhibitors; Q03164; AID 2662; MLL-CXXC / FITC-HOXA9 DNA fluorescence polarization; hit rate 0.037% among 290,000; active means well fitted inhibition curve with a large enough effect in the polarisation, with a control signal flat, not every such curve was filed as active; inconclusive means small, poorly fitted or top-dose-only effect, or effect the other way, or a change in a side signal; inactive means no such curve, though single readings can be large or run the other way; the % refers to the polarisation; further: potency means the concentration at half of the fitted maximal effect
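Purified MLL-CXXC (added from a 7 uM solution) was preincubated 5 min at ambient with pinned compounds in 50 mM Tris-HCl pH 7.5, 50 mM NaCl, 1 mM DTT, 0.05% BSA. Fluorescein-labeled HOX-A9 DNA (50 nM solution) followed, 30 min, then polarization read.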
Menin-MLL TR inh – menin-MLL binding inhibition, Texas Red mutant peptide. O00255. Menin + Texas Red MLL mutant peptide, fluorescence polarization. Potency, µM (highest dose often 61.6 µM), without a hit: at the top dose FP activity change, negative = inhibition, usual class: inhibitors. hit rate 0.23% among 270,000; active means well fitted inhibition curve with a large enough effect in the polarisation, with a control signal flat, not every such curve was filed as active; inconclusive means small, poorly fitted or top-dose-only effect, or effect the other way, or a change in a side signal; inactive means no such curve, though single readings can be large or run the other way; the % refers to the polarisation; further: potency means the concentration at half of the fitted maximal effect; % of control where 0% means no effect; many of its hits are not listed in these tables
Target sequence (O00255 whole entry, looked up): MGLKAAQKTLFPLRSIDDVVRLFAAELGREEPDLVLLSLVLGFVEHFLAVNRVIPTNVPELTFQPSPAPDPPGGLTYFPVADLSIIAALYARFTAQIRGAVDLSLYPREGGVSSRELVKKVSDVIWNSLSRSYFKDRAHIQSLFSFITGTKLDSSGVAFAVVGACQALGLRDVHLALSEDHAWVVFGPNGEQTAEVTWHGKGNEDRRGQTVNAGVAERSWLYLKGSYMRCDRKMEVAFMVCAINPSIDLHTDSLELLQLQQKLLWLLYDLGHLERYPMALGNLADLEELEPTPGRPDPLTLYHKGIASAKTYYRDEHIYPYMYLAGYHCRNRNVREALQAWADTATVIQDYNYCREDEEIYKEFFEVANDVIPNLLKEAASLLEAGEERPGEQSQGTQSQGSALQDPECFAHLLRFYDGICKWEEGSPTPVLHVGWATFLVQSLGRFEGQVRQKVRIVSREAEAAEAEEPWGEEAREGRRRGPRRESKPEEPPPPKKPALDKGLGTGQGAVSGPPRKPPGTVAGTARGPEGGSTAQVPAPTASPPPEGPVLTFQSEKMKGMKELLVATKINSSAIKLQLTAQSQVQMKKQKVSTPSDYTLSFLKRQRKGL
KCNH2 3.1 inh – inhibitors of human KCNH2 3.1 potassium channel isoform. U2OS KCNH2 3.1, thallium flux FluxOr; hits give low values. activity change, % (tested at about 1.8 µM). hit rate 0.95% among 340,000. AID 720553;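 active means maximum activity change below -70%; inconclusive means maximum activity change from -70% to -50%; inactive means maximum activity change above -50%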;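 further: thallium influx rate constant from kinetic fluorescence after stimulation buffer; on the % scale 0 is the no-effect control and ±100 the full control effect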
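Channel expression came from 3.1 mutant virus (1.77 x 10^8 /mL) applied to suspended U2OS cells for 4 h. Flux was tracked with FluxOr dye plus Red40 quencher, and kinetic rate constants normalized to controls.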
USP2a block – USP2a (human) protease inhibition. O75604. USP2 core, Ub-CHOP2 coupled fluorogenic reporter, 485/531. Potency, µM (titrated, usually from 38.3 µM), without a hit: top-dose activity change, negative = inhibition, usual class: inhibitors. hit rate 0.01% among 330,000;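 further: potency means the concentration at half of the fitted maximal effect; plate controls were DMSO wells for no effect and full inhibition by NEM control for full effect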
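USP2 core (10nM final) preincubated 30min RT with compound in 20mM Tris-HCl pH 8.0, 2mM CaCl2, 2mM beta-mercaptoethanol, 0.05% CHAPS; 25nM Ub-CHOP2 plus 25nM reporter substrate added, fluorescence (Ex485/Em531) read after 60min.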
TRPV1 ag – activates the human vanilloid receptor TRPV1; Q8NER1; activation, % at 8.33 µM; TRPV1-expressing cells, Fluo-8 calcium influx, agonist mode; hit rate 0.19% among 320,000; in the data active means activation above about 80%; inconclusive means between about 30% and that limit; further: 0% is about no effect
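Cells expressing TRPV1 were dye-loaded with Fluo-8 and read kinetically: 10 s baseline, 3 min after compound (agonist portion), then 2 min after EC20 capsaicin (allosteric enhancer portion). Calcium-bound dye fluorescence at 480/520 nm.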
Coupling enz – coupling enzyme interference in Giardia aldolase counter-screen. coupling enzyme system counterscreen, AmpLite Red fluorescence. activity change, negative = inhibition, % at 58.2 µM, hits read low. hit rate 0.67% among 290,000. AID 2472; in the data active means activity change below about -30%; further: on the % scale 0 is the no-effect control and ±100 the full control effect
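Final compound at 57.5 uM, incubated 10 min at RT with coupling enzyme reagent (glyceraldehyde-3-phosphate), then 20 min with substrate and AmpLite Red detection. Fluorescence read at 525/598 nm; tests interference with the coupling assay, not aldolase inhibition.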
hERG WT inh – inhibitors of human wildtype KCNH2 potassium channel | Q12809 | U2OS, BacMam KCNH2, thallium flux FluxOr; hits give low values | activity change, % at 1.84 µM | hit rate 0.37% among 340,000 | AID 720551;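 active means maximum activity change below -70%; inconclusive means maximum activity change between -70% and -50%; inactive means maximum activity change above -50%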; further: on the % scale 0 is the no-effect control and ±100 the full control effect
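U2OS cells were transduced with wild-type KCNH2 virus (2.03 x 10^8 / mL) for 4 h at room temperature, then cultured overnight at 37 C. Thallium flux was read with FluxOr dye. Rate constants were normalized to DMSO controls.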
GALK inhibitor – inhibitors of human galactokinase | Potency, µM (doses to about 57.5 µM), without a hit: at the highest dose activity change, negative = inhibition, hits mostly inhibitors | hit rate 0.007% among 270,000 | Purified GALK, Kinase-Glo residual ATP luminescence; further: potency means the concentration at half of the fitted maximal effect; on the % scale 0 is the no-effect control and ±100 the full control effect
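Human GALK (5 nM) with 35 uM ATP and 100 uM galactose in 20 mM HEPES pH 8.0, 5 mM MgCl2, 60 mM NaCl, 1 mM DTT, 0.01% BSA. After 1 h at room temperature, leftover ATP was read by Kinase-Glo Plus luminescence.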
B2AR arrestin – beta2AR (human) beta-arrestin recruitment activity. Potency, µM (highest dose often 46.1 µM), inactives show at the top dose activation, hits mostly activators. beta-arrestin recruitment to beta2AR, cell-based reporter. P07550. hit rate 0.02% among 330,000. AID 492947;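 further: potency means the concentration at half of the fitted maximal effect; 0% = DMSO controls and full agonism = EC100 isoproterenol or metaproterenol; nearly all actives have a fitted effect of over 65% in size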
Giardia killer – Giardia lamblia killing; AID 540267; activity change, % at 7.66 µM, hits read low; hit rate 0.15% among 340,000; Giardia lamblia trophozoite viability; in the data active means activity change below about -80%; inconclusive means between about -30% and that limit;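 further: parasites exposed to compound for two days anaerobically before the ATP read; on the % scale 0 is the no-effect control and ±100 the full control effect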
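Viability, read as ATP luminescence: trophozoites at 100 cells/well, compound added, 48 hrs anaerobic at 37 deg C, then 15-30 min room-temperature development before reading.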
An asterisk follows results filed as active; i = inactive; u = inconclusive; x = no result given; [ ] = remark or other dose. Unless noted, the call rests on the fitted dose curve; in most records, active means well fitted curve in the direction sought with a large enough effect; inconclusive means small, poorly fitted or top-dose-only effect, or another doubt; inactive means no such curve, though single readings can be large; an effect the other way counts as inactive or inconclusive. Some of the compounds tested; the hit share may differ from the screen's.

SMILES	PKM2 act	MLL CXXC-DNA inh	Menin-MLL TR inh	KCNH2 3.1 inh	USP2a block	TRPV1 ag	Coupling enz	hERG WT inh	GALK inhibitor	B2AR arrestin	Giardia killer
O=C(O)c1ccc(N/N=C2/CCSc3ccc(F)cc32)cc1	1%	0%	u	3	0%	1	9	6	0%	-0.6%	11
CCOc1ccc(-n2nnnc2SCC(=O)Nc2ccc(NC(C)=O)cc2)cc1	3%[11.5 µM]	-3%	3%	1	1%	-2	0	10	-2%	2.3%	3
COC(=O)C1CCN(C(=O)COC(=O)c2cc(-c3ccccc3)nc3ccc(OC)cc23)CC1	x	x	x	-24	0%	u	x	-2	x	-0.1%	14
Cc1nc(-c2ccc(C(=O)NCCO)cc2)cs1	-3%	8%	-5%	17	5%	7	1	-3	0%	-0.2%	3
COc1ccc(OC)c(/C=N/n2c(-c3n[nH]c4c3CCC4)n[nH]c2=S)c1	-16%	-11%	x	14	-5%	x	-5	7	1%	-1.0%	11
CCCn1c(=O)c2ccccc2n2c(SCC(N)=O)nnc12	20%	-1%	-1%	24	-1%	2	1	3	0%	0.2%	-1
CCOc1ccc(C(=S)N2CCOCC2)cc1	-20%	-3%	-4%	1	1%	-1	-2	2	0%	0.1%	-6
CC1CCc2nn(CC(=O)NC3CCCC3)cc2C1 (stereo not given)	-10%	-9%	4%[11.7 µM]	1	0%	x	0	5	2%	0.2%	39[activator]
O=C(CSc1nnc2ccccn12)NNC(=O)c1ccccc1	6%	0%	4%	16	-6%	4	3	4	12%	-0.1%	1
O=c1cc(O)n(-c2ccc(F)cc2)c(=S)[nH]1	5%	-5%	1%	-1	0%	-5	8	-35	2%	-0.6%	17
CCCCN(CC)CCCNC(=S)Nc1ccc2nc(N3CCN(C)CC3)cc(C)c2c1	-14%	10%	0%	-14	-1%	-2	-3	-1	1%	-0.1%	23
O=C(CSc1nnc(CNC(=O)c2cccs2)o1)Nc1ccc2c(c1)OCO2	4%	1%	x	-10	3%	-5	0	5	-1%	5.1%	-6
Cn1c(=O)c(NC2CCCCC2)c2c3c(cccc31)C(=O)c1ccccc1-2	2%	u	u	6	u	89*	2	-4	4%	-0.6%	9
COC(=O)c1ccccc1NS(=O)(=O)c1cn(C)c(=O)n(C)c1=O	4%	-7%	2%	-1	1%	5	1	15	0%	0.1%	5
CCCCN(C(=O)C1CCN(C(=O)c2ccccc2C)CC1)c1c(N)n(CCC)c(=O)[nH]c1=O	x	x	x	0	2%	-4	x	-10	x	-0.6%	-4
COCc1cc(C)nc(SCC(=O)Nc2cc3c(cc2C#N)OCO3)c1C#N	-2%	-8%	-5%	-11	-1%	5	2	3	2%	-0.2%	-5
Cc1ccc(C(=O)Nc2cccc(S(=O)(=O)N3CCOCC3)c2)cc1[N+](=O)[O-]	2%	-4%	x	-5	2%	u	-1	1	0%	0.1%	3
CCCN(CCC)S(=O)(=O)c1ccc(NC(=O)COc2ccccc2)cc1	0%	4%	9%	-12	-1%	16	-2	40	2%	0.2%	2
COc1ccc(OC)c(CNC(=O)c2nn(C)c3c2CS(=O)(=O)c2ccccc2-3)c1	-4%[0.46 µM]	5%	-5%	-14	0%	-5	3	6	3%	3.3%	10
Cc1cc(S(=O)(=O)N2CCCC2)ccc1OCC(=O)NCc1ccco1	u	-8%	-10%	15	1%	-5	2	-1	-1%	0.0%	8
O=C(NC1CCCCC1)N1CCN(c2ncccn2)CC1	-3%	0%	-2%	2	3%	13	3	-13	1%	0.4%	-10
COc1cccc(-c2ncc3ccccc3c2COC(=O)c2ccc(C(F)(F)F)cc2)c1	x	x	x	2	1%	6	x	-11	x	-0.2%	4
Cn1c(SCC(=O)Nc2ccc(NC(=O)c3cccs3)cc2)nnc1-c1ccncc1	2%	5%	12%	11	-4%	-1	3	-11	1%	3.6%	11
Cc1nnc(NC(=O)c2c(-c3ccccc3)noc2C)s1	-4%	-15%	-4%	-10	0%	1	5	-2	-1%	-1.2%	46[activator]
COc1ccc(CCC(=O)NCc2cn3ccc(C)cc3n2)cc1	1%	2%	-9%	0	5%	-3	1	-2	2%	-0.4%	3
O=S(=O)(NC1CCc2ccccc21)c1ccc(S(=O)(=O)N2CCCC2)cc1 (stereo not given)	4%	8%	-8%	0	-2%	25	-1	8	-4%	0.4%	-5
O=C(NCCc1ccccc1F)C1CCC(=O)N(CCCN2CCCC2=O)C1 (stereo not given)	0%	-1%	-9%	-8	0%	3	4	-5	-2%	0.0%	-16
CC(C)Oc1ccc(S(=O)(=O)N2CCOCC2)cc1NC(=O)Cc1ccsc1	x	x	x	-3	0%	x	x	-2	x	-0.6%	-27
Cc1ccc(C(=O)NCCSC(C)(C)C)cc1	1%	-1%	14%	18	2%	u	0	2	2%	-1.0%	8
COc1ccc2c(c1)c(=O)c(C(=O)c1ccc(F)cc1)cn2CC(=O)Nc1ccc(F)cc1	-2%	23%	7%	1	8%	-1	0	11	x	-3.5%	-8
C#CC(C)(C)NC(=O)c1cnc(-c2ccccc2)nc1-c1ccccc1	x	u	u	13	-1%	15	1	-3	-2%	-1.0%	-21
CCN(CC)c1ccc2ccc(=O)oc2c1	1%	1%	4%	-7	7%	3	2	1	-3%	-0.7%	-15
O=[N+]([O-])c1cc([N+](=O)[O-])c2cccnc2c1O	26%	u	u	x	-4%	-6	1	x	x	-0.7%	x
Cc1ccc(OCCC(=O)NNC(=O)c2ccc(Br)cc2)cc1	x	x	x	-2	1%	x	x	-4	x	-0.4%	4
CC(C)(CNC(=O)c1ccccc1NS(C)(=O)=O)N1CCCCC1	x	11%	6%	-4	1%	0	0	-11	-2%	-0.2%	1
C/C(=N\N(c1ccccc1)c1ccccc1)c1ccc(O)cc1	0%	-3%	u	6	-5%	-1	5	8	-1%	0.4%	-4
CCCc1nnc(NC(=O)CCC(=O)NCc2ccccc2Cl)s1	x	8%	x	0	-1%	-4	x	-8	9%	-0.3%	-6
Cc1ccc2nc(/C=C/c3cccc(F)c3)ccc2c1	-5%	3%	-1%	11	1%	3	-1	i	-4%	-0.9%	15
COCCNC(=S)N(CCO)Cc1cc2cc3c(cc2[nH]c1=O)OCCO3	3%[11.5 µM]	-4%	2%	12	-3%	2	1	48	-5%	-0.3%	-3
O=C(Nc1ccc(S(=O)(=O)N2CCCC2)cc1)c1ccc([N+](=O)[O-])cc1	0%	25%	6%	-2	0%	u	1	6	12%	0.3%	-5
CCCN(CCC)CCCNC(=O)C1CCN(S(=O)(=O)c2cccc3nsnc23)CC1	2%[0.46 µM]	3%	3%	6	-1%	-1	-3	8	7%	0.4%	-12
Cc1csc(NC(=O)C2CCN(S(=O)(=O)c3ccccc3F)CC2)n1	8%	-14%	19%	-4	1%	12	4	14	-1%	4.7%	-8
Clc1nc(-c2ccccn2)nc2scc(-c3ccccc3)c12	-13%	19%	2%	2	-8%	4	-4	7	0%	-0.6%	u
COc1ccc(-c2cc(-c3ccc(N)cc3)nc(N)c2C#N)cc1OC	3%	-6%	u	-5	1%	0	2	7	3%	0.3%	7
CCOC(=O)c1c(NC(=O)COC(=O)CNC(=O)c2ccc(Cl)cc2Cl)sc(C(=O)N(C)C)c1C	x	x	x	0	-4%	2	x	-3	x	-0.2%	13
Fc1cccc(CN2CCSCC2)c1	3%	-23%	u	-8	2%	-2	-2	3	-4%	-0.1%	-24
COc1cccc(C(=O)NCC(=O)n2nc(C)cc2C)c1	-2%	-1%	13%	12	0%	-4	0	8	2%	-0.8%	-19
CC(C)NC(=O)CN(Cc1ccc2c(c1)OCO2)C(=O)CCC(=O)Nc1ccccn1	-1%	5%	7%	-7	2%	0	0	14	1%	-0.5%	2
Cn1c(=S)n(/N=C/c2cccs2)c2ccccc21	-3%	2%	x	1	-5%	-2	-5	8	3%	0.2%	0
CCOC(=O)C1=C(COC(=O)C2CC(=O)N(c3ccccc3F)C2)NC(=O)NC1C (stereo not given)	x	x	x	19	-1%	-2	x	4	x	3.2%	9
Cc1ccc(C)c(OCc2cc(C(=O)N3CCN(c4cnccn4)CC3)no2)c1	0%	-2%	x	-6	2%	4	x	-5	-3%	-0.1%	-4
Cc1cc(C(=O)COC(=O)c2ccc(O)cc2)c(C)n1CC1COc2ccccc2O1 (stereo not given)	1%	0%	-27%	-21	-3%	22	1	3	-2%	-0.6%	-2
CC(C(=O)N1CCc2ccccc21)N(C)CC(=O)Nc1ccccc1Cl (stereo not given)	x	x	x	8	-1%	26	x	14	x	0.4%	-12
O=C(CN1C(=O)c2cccc3cccc1c23)NC1CCCCC1	x	2%	x	-7	3%	-1	0	5	3%	-0.5%	17
